# Screening data (PubChem BioAssay)
# Mtb RmlCD inh = M. tuberculosis RmlC/RmlD coupled enzyme inhibitors, primary screen, biochemical, compound mixtures, 384-well, from 1536-well plates | RmlC+RmlD coupled enzyme assay, percent inhibition; primary screen in compound mixtures | dTDP-4-dehydrorhamnose reductase (Mycobacterium tuberculosis (strain ATCC 25618 / H37Rv)) … | 0.03% of 160,000 active | inhibition, % at 3.6 µM; in the data active = inhibition mostly above about 34%, no sharp cut-off; inconclusive = no clear call, values can overlap the other calls; inactive = mostly below about 22%; also: some results filed as inactive read as strong as hits
# Target sequence (P9WH09 whole entry, looked up): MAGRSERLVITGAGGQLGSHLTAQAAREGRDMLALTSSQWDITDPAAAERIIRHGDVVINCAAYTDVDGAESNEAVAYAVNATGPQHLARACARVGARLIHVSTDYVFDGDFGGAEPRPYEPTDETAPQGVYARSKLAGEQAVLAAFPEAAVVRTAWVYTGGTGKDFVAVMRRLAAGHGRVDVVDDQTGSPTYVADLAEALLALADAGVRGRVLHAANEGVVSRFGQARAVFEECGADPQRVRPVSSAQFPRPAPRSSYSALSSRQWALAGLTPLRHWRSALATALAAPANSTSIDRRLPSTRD
# Target sequence (P9WH11 whole entry, looked up): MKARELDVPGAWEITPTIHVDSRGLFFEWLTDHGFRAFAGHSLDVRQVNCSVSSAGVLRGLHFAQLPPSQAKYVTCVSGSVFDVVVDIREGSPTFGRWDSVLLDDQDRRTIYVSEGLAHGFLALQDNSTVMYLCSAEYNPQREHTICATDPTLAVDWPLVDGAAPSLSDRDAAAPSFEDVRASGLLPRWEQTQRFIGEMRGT
# M. tuberculosis GlmU = inhibition of mycobacterial GlmU enzyme – biochemical, glucosamine-1-phosphate acetyltransferase (AID 1376); 0.25% of 220,000 active; Bifunctional protein GlmU (Mycobacterium tuberculosis (strain ATCC 25618 / H37Rv)); inhibition, %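 (tested at 30 µM in the primary screen)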, or IC50 in µM where a hit was titrated; M. tuberculosis GlmU acetyltransferase enzyme assay; higher % means a stronger effect; in the data active = inhibition above about 13%; inconclusive = no clear call, values can overlap the other calls;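 also: 0% = complete reaction with vehicle and 100% = reaction without substrate; strong numbers were not always called active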
# The depositor's hits bear a star; ? = inconclusive; / = no result given. Only part of the results is shown; rates above refer to the full screens.
Structure	M. tuberculosis GlmU	Mtb RmlCD inh
O=C(Nc1cccc(Cl)c1)ON=C1c2ccccc2-c2ccccc21	-0.3%	2.1
O=C(CSc1nnc(-c2ccncc2)o1)Nc1ccccc1Cl	0.9%	8.6
Oc1ccccc1-c1cc(-c2ccco2)[nH]n1	-1.4%	-4.5
Cc1cc(C2=NNC(=NC3CC3)SC2)c(C)n1-c1ccccc1F	-0.5%	-0.4
COc1ccc(Nc2nnc(SCC(=O)N3CC(=O)Nc4ccccc43)s2)cc1	2.7%	/
CSC1=NCCN1C(=O)c1ccc(C)cc1	4.4%	5.3
COc1cccc(CN2CCN(Cc3cc4ccccc4[nH]3)CC2CCO)c1 (configuration not stated)	-5.2%	/
OC(COCc1ccccc1)CN1CCN(c2ccccc2)CC1 (configuration not stated)	8.3%	4.1
CCc1ccc(C(C)NC(=O)c2ccc(F)cc2)cc1 (configuration not stated)	0.7%	13.3
CN(Cc1nc2ccc(F)cc2[nH]1)Cc1nc(CC2CC2)no1	0.2%	9.1
CC(=O)N1N=C(c2ccc(Br)cc2)OC1(C)CC(=O)Nc1ccccc1 (configuration not stated)	-1.2%	-12.3
O=S(=O)(c1ccc(F)cc1)N1CCCN(c2nccc(C(F)(F)F)n2)CC1	-4.3%	-4.9
N#Cc1c(N2CCOCC2)nc(-c2ccco2)c2c1CCCC2	3.4%	7.9
O=C(Cc1cc(=O)oc2cc(O)ccc12)NCC1CCC(C(=O)O)CC1 (configuration not stated)	-2.0%	10.4
COc1ccccc1CN(Cc1cc2cc(C)ccc2[nH]c1=O)Cc1nnnn1CC1CCCO1 (configuration not stated)	-0.9%	3.9
Cc1ccc(C(=O)c2ccccc2C(=O)OCC(=O)NC(C)(C)C)cc1	-5.7%	-2.6
CCOC(=O)c1nn(-c2ccccc2C)c2nc(-c3ccc(C)cc3)c(C#N)c(=O)n12	-5.0%	13.3
CC1(C)Cc2noc(N)c2C(C)(C)N1OC(=O)c1ccco1	-4.2%	-2.8
Cn1cccc1CNC(=S)Nc1cc(F)cc(F)c1	-5.2%	-5.9
Cc1ccccc1Nc1nc(N)nc(COC(=O)c2cccc(S(=O)(=O)NCc3ccccc3)c2)n1	-1.7%	4.0
C[C@@H](NC(=O)OC(C)(C)C)c1nnc(S(=O)(=O)Cc2ccccc2)o1	-1.9%	-12.6
CC1SC(c2ccc(Cl)cc2)NC1=O (configuration not stated)	4.0%	/
Cc1c(C(=O)OC/C(O)=C(\C#N)c2nc3ccccc3[nH]2)oc2ccc(Br)cc12	2.3%	-8.2
CCCCNC(=O)COC(=O)c1cc(C)nc2ccccc12	-0.1%	/
Cc1cc(NC(=O)c2c(F)c(F)c(F)c(F)c2F)no1	-1.3%	-0.8
Cc1ccc2c(c1)C(=C(C#N)C#N)C(=O)N2CCN1CCCCC1	0.3%	35.8
NC(=O)c1cc(-c2ccccc2)sc1NC(=O)Cc1ccc(S(=O)(=O)N2CCOCC2)s1	-2.6%	-3.1
O=C(O)/C=C/C(=O)c1ccc(O)cc1	7.1%	-5.7
Cc1cc(=O)[nH]c(-c2ccc(Cl)cc2)n1	0.7%	-6.0
CCN(CC)C(=O)C(=O)c1cn(CCOc2ccccc2)c2ccccc12	2.8%	3.1
O=C(c1ccc([N+](=O)[O-])cc1)N1CCN(C(=O)c2cccs2)CC1	7.4%	4.5
COc1cccc(NC(=S)N(CCN(C)C)C(C)c2ccco2)c1 (configuration not stated)	0.9%	-12.1
CCCCCc1c(C)nc(Nc2ccc(F)cc2)[nH]c1=O	4.8%	/
CC(C)c1ccc(N(CC(=O)NCc2ccc(F)cc2)C(=O)c2csnn2)cc1	1.3%	/
CC1CN(C(=O)C(C)Sc2nc3ccccc3s2)CC(C)O1 (configuration not stated)	-0.7%	/
O=C(N/N=C/c1ccco1)C1COc2ccccc2O1 (configuration not stated)	2.3%	-10.0
Cc1cc(N=Nc2ccccc2)c(NCC(O)C(O)C(O)CO)cc1C (configuration not stated)	-3.9%	-9.9
Cn1c(NC(=O)C2c3ccccc3Oc3ccccc32)cc(=O)n(C)c1=O	0.7%	7.5
COc1cccc(NC(=O)CSc2nc3c(c(-c4ccco4)c2C#N)CCCC3)c1	3.6%	/
Cc1nc(N)sc1-c1csc(Nc2ccccc2)n1	3.6%	/
CCOC(=O)c1sc(NNC(=O)c2ccc(C)cc2)nc1C	-3.4%	/
CC(=O)C(Sc1nc(N2CCOCC2)nc(N2CCOCC2)n1)C(=O)Nc1ccccc1 (configuration not stated)	8.4%	/
O=C(Nc1cccc(/C=C/c2nc3ccccc3c(=O)[nH]2)c1)c1ccccc1Cl	4.2%	/
CN1/C(=C\C(=S)NC(=O)c2cccc(Br)c2)C(C)(C)c2ccccc21	-0.1%	7.4
COc1ccc(-c2nc3nc(SC)nn3cc2C)cc1F	0.5%	-3.2
CCOC(=O)COc1ccc(S(=O)(=O)N2CCN(c3ccccc3F)CC2)cc1	-0.5%	-7.6
CC(=O)NC1C(=O)Nc2c(C)cc(C)cc21 (configuration not stated)	0.5%	/
O=c1[nH]n2cc(-n3cc([N+](=O)[O-])cn3)cnc2c1Br	-2.0%	8.8
CCOc1ccc2[nH]c(=O)c(C(c3nnnn3CC3CCCO3)N3CCc4ccccc4C3)cc2c1 (configuration not stated)	-0.2%	-6.0
Cc1cc(N=Nc2ccc(Cl)cc2)cc(CN2CCCC2)c1O	-3.5%	35.8
CCCCn1c(/N=C/c2ccc3c(c2)OCO3)nc2ccccc21	2.1%	-8.2
C=CCSc1nc2c(c(C3CC=CCC3)c1C#N)CCC2 (configuration not stated)	4.3%	/
c1ccc(-c2nnc3sc(CN4CCc5ccccc54)cn23)cc1	5.5%	-12.1
Cc1cc(NC(=O)c2ccccc2)ncc1NC(=O)c1ccco1	-4.7%	-4.3
CCc1ccc2oc(-c3ccc(OC)cc3)cc(=Nc3c(C)n(C)n(-c4ccccc4)c3=O)c2c1	1.2%	2.7
Cc1nc2cc(Nc3nnc(-c4ccccc4)c4ccccc34)ccc2n1C	5.3%	1.8

# Additional structures:
Structure	M. tuberculosis GlmU	Mtb RmlCD inh
CSc1nnc(-c2sc3cc(C(F)(F)F)cnc3c2-c2cccnc2)n1C	5.5%	/
Cc1cccc(N/N=C2/COC(C)(C)CC2=O)c1	7.5%	-2.6
CCOC(=O)/C(C(N)=NCCO)=C(/O)c1ccccc1	/	9.8
COc1ccc(OC)c(NC(=O)CSc2nnc(Cn3c(=O)sc4ccccc43)n2C)c1	-0.9%	3.2
O=C(Nc1nccs1)C1Cc2ccccc2CN1S(=O)(=O)c1ccc(F)cc1 (configuration not stated)	1.2%	-1.2
Cc1sc2ncn(CCC(=O)O)c(=O)c2c1C	3.2%	/
Nc1ccc2c(c1)C(=O)C(=O)c1ccccc1-2	10.0%	2.3
CS(=O)(=O)N(CC(=O)NC1CCCCCC1)Cc1ccccc1	-5.1%	2.3
N#CC1(C#N)C(C(=O)C23CC4CC(CC(C4)C2)C3)C12CCOCC2 (configuration not stated)	-2.3%	/
Cc1cc(=O)oc(C)c1C(=O)NCCCN1C(C)CCCC1C (configuration not stated)	-5.4%	-12.2
COc1ccc(-c2noc(CN(C)C(=O)Nc3ccccc3)n2)cc1	2.0%	2.2
CC(=O)Nc1ccc(Nc2nc(Cl)nc(Nc3ccc(NC(C)=O)cc3)n2)cc1	3.4%	-11.3
COCC(C)NCc1cccc(OC)c1OC (configuration not stated)	2.8%	/
COc1ccc(CNC(=O)COC(=O)[C@H](Cc2c[nH]c3ccccc23)NC(=O)c2cccs2)cc1	-0.5%	18.5
O=C(NCCC1=CCCCC1)c1ccc([N+](=O)[O-])cc1	2.1%	19.6
CCNC(=S)N/N=C/c1ccc(-c2ccccc2)o1	3.4%	-7.5
COc1ccc(-c2ccc(-c3noc(-c4ccccc4OC)n3)c(OC)n2)cc1	-0.8%	/
COc1cc(C2SCC(=O)N2CCN2CCCCC2)ccc1O (configuration not stated)	-3.1%	-7.0
CC(NC(=O)/C(C#N)=C/c1ccc(Cl)c([N+](=O)[O-])c1)c1ccccc1 (configuration not stated)	4.9%	-0.7
O=C(COC(=O)/C=C/c1ccccc1[N+](=O)[O-])NCC1CCCO1 (configuration not stated)	-2.0%	10.0
Cc1ccc2nc3c(cc2c1)c(NC(=O)c1ccccn1)nn3CC(C)C	-1.6%	/
COc1ccc(CSc2nnnn2-c2ccccc2)cc1	/	2.7
O=C(CSc1nnc2c(n1)[nH]c1ccc(F)cc12)N1CCOCC1	-2.4%	-13.1
CC12CCC(c3c(C(=O)Nc4nccs4)nn(-c4ccccc4)c31)C2(C)C (configuration not stated)	4.6%	/
Cc1ccc(C)c(NC(=O)/C(C#N)=C/c2cn(CC(=O)NCc3ccco3)c3ccccc23)c1	-4.4%	8.9
Cc1cc(C)nc(NCCO)n1	-3.8%	-4.5
Nc1ccc2nc(SCC(=O)N3CCOCC3)sc2c1	-7.8%	-1.7
CCC(=O)Nc1ccc(NC(=O)CSc2nnnn2CC)cc1C	-1.8%	-7.0
NC1=NC[C@@H](Cc2ccc(O)cc2)N1CCCCC1CCCCC1	-7.3%	-17.8
O=C(CC1C(=O)NCCN1C(=O)Nc1ccc(F)cc1F)Nc1cc(Cl)ccc1Cl (configuration not stated)	-4.1%	7.8
O=C1CCCc2c1cc(C(=O)NCc1ccco1)c(=O)n2-c1ccc(Cl)cc1	-2.7%	9.0
CCCCn1c(=O)[nH]c2nc3cc(NC(C)=O)ccc3nc2c1=O	-1.9%	11.5
CCCCn1c(SCc2cccnc2)nc2c1c(=O)n(C)c(=O)n2C	33.4%	/
Cc1ccc(S(=O)(=O)NCC(=O)N/N=C/c2ccc(Cl)cc2Cl)cc1	-0.1%	-7.0
Cc1ccc(N=Cc2cc3c(cc2O)OC(N)=C(C#N)C3c2ccccc2)cc1 (configuration not stated)	-1.6%	17.4
COC(=O)c1ccc(CSC2=NCCS2)cc1	-3.4%	-9.6
CS(=O)(=O)c1ccc(C2=C(c3ccccc3)C(=O)OC2)cc1	1.7%	/
Cc1nn(-c2ccc(C(=O)O)cc2)c(N)c1-c1ccccc1	/	16.9
COC(=O)C(NC(=O)COc1ccccc1)(Nc1nc2c(s1)CCCC2)C(F)(F)F (configuration not stated)	6.6%	/
Cc1ccc(S(=O)(=O)Nc2cc(C(C)C)c(O)cc2C)cc1	2.3%	14.8
Cc1c(NC(=O)CN2C(=O)c3ccccc3C2=O)c(=O)n(-c2ccccc2)n1C	?	28.9
COc1ccc(NC(=S)c2ccc(N(C)C)cc2)cc1	1.6%	/
Cc1c(N=Cc2ccc(O)c(Br)c2)cccc1[N+](=O)[O-]	6.7%	6.8
O=C1S/C(=C\c2ccc(O)c([N+](=O)[O-])c2)C(=O)N1Cc1cccc([N+](=O)[O-])c1	6.5%	1.1
COc1ccc2nc(SCC(=O)Nc3ccccc3)[nH]c2c1	-3.7%	-10.1
Cc1ccccc1-n1c(SCC(=O)Nc2ccccc2)nc2nc3c(cc2c1=O)CCCC3	0.2%	-9.0
COc1ccc(OC)c(-n2c(=S)[nH]c3c(sc(=S)n3-c3ccccc3C)c2=O)c1	0.2%	6.5
CCNC(=S)N/N=C/c1ccco1	2.4%	/

# A draw from above in order of SMILES length, ascending.
Structure	M. tuberculosis GlmU	Mtb RmlCD inh
CCNC(=S)N/N=C/c1ccco1	2.4%	/
COc1ccc(NC(=S)c2ccc(N(C)C)cc2)cc1	1.6%	/
Cc1ccccc1-n1c(SCC(=O)Nc2ccccc2)nc2nc3c(cc2c1=O)CCCC3	0.2%	-9.0
O=C1S/C(=C\c2ccc(O)c([N+](=O)[O-])c2)C(=O)N1Cc1cccc([N+](=O)[O-])c1	6.5%	1.1

# Later entries:
Structure	M. tuberculosis GlmU	Mtb RmlCD inh
Cc1ccc(-c2cn3cccnc3n2)cc1	-5.0%	-8.6
CCOc1cccc(-c2nc(C(N)=O)c3[nH]c(=O)n(-c4cccc(Cl)c4)c3n2)c1O	1.5%	/
O=C(c1cccs1)N(c1ccc(F)cc1)C1C=CS(=O)(=O)C1 (configuration not stated)	-2.2%	-8.8
O=C(COc1ccc([N+](=O)[O-])cc1)NNC(=O)c1cccs1	1.5%	5.4
COC(=O)c1cc(C(=O)OC)cc(-n2c(C)cc(C(=O)COC(=O)CNS(=O)(=O)c3ccc(C)cc3)c2C)c1	-0.9%	/
CCN(CC)CCCC(C)NC(=O)c1cccc(S(=O)(=O)N2CCc3ccccc32)c1 (configuration not stated)	-5.0%	7.7
O=c1c2ccccc2nc(-c2ccc(Br)cc2)n1Cc1ccccc1	1.2%	2.3
CCCCCCn1cnc2c(c1=O)c1nc3ccccc3nc1n2Cc1cccs1	-1.9%	-7.9
CCOC(=O)N1CCN(c2ccc(C(=O)c3cccc(F)c3)cc2)CC1	2.5%	-10.2
NS(=O)(=O)c1ccc(CCNC(=O)CSc2nc3ccccc3c(=O)n2CCC(=O)N2CCCCC2)cc1	0.3%	0.5
CCC(=O)c1ccccc1OCC(=O)Nc1c(C)cccc1C	-2.2%	5.8
CC(=O)Nc1ccc(C(=O)CSc2nc3ccccc3n2CC(=O)N2CCCC2)cc1	2.8%	10.0
COc1ccc(C)cc1NC(=O)NCc1ccccc1F	-0.2%	-7.8
